Compound activity as filed in PubChem.
FBPA coupling cs: inhibits coupling enzyme system, counter-screen for aldolase hits | coupling enzyme system counterscreen, AmpLite Red fluorescence | activity change, negative = inhibition, % at 58.2 µM, hits read low | 290,000 tested, 0.67% active | AID 2472; in the data active means activity change below about -30%; further: on the % scale 0 is the no-effect control and ±100 the full control effect
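Final compound at 57.5 uM, incubated 10 min at RT with coupling enzyme reagent (glyceraldehyde-3-phosphate), then 20 min with substrate and AmpLite Red detection. Fluorescence read at 525/598 nm; tests interference with the coupling assay, not aldolase inhibition.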
BCR signal inh: inhibitors of chronic active B-cell receptor signaling; Potency, µM (titrated, usually from 46.1 µM), without a hit: top-dose ratio change, negative = lower green/red ratio, most hits filed as inhibitors; ABC-DLBCL IkBa-CBG/CBR reporter, luminescence ratio, 4 h; AID 493014; 340,000 tested, 0.05% active; active means well fitted inhibition curve with a large enough effect in the signal ratio, with a control signal flat, not every such curve was filed as active; inconclusive means small, poorly fitted or top-dose-only effect, or effect the other way, or a change in a side signal; the % refers to the signal ratio;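 further: potency means the concentration at half of the fitted maximal effect; plate controls were basal doxycycline-induced cells for no effect and cells given 10 µM MG132 for full effect; MG132 reads +100%, hits lower the ratio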
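Concentration-response series (up to 46 uM) were applied to TMD8 dual-reporter cells for 4 h at 37C with doxycycline. Green/red ratio, after filter-overlap correction, defined %Activity; red signal alone was normalised to basal cells and zero luminescence.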
Giardia kill: Giardia lamblia killing. Giardia lamblia trophozoite viability. activity change, % at 7.66 µM, hits read low. 340,000 tested, 0.15% active. AID 540267; in the data active means activity change below about -80%; inconclusive means between about -30% and that limit;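 further: parasites exposed to compound for two days anaerobically before the ATP read; on the % scale 0 is the no-effect control and ±100 the full control effect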
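Media and compound were dispensed first, then trophozoites at 100 cells/well; plates sat 48 hrs at 37 deg C without oxygen before ATP luminescence reagent was added and read after 15-30 min at room temperature.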
PKM2 activator: activators of human pyruvate kinase M2 | Potency, µM (top dose mostly 57.5 µM), inactives show at the top dose activation, hits mostly activators | 260,000 tested, 0.34% active | P14618 | purified PKM2, Kinase-Glo ATP luminescence, activation; response scale: 0% is enzyme alone, no compound; further: potency means the concentration at half of the fitted maximal effect; on the % scale 0 is the no-effect control and ±100 the full control effect; nearly all actives have a fitted effect of over 55% in size
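Purified hPK-M2 (>95% pure) converted ADP (0.1 mM final) to ATP with 0.5 mM PEP in 50 mM imidazole pH7.2, KCl, MgCl2, Tween 20, BSA; 1 h at room temperature. ATP detected by Kinase-Glo luminescence.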
Tb PFK block: inhibitors of T. brucei phosphofructokinase; O15648; 330,000 tested, 0.17% active; T. brucei PFK, ADP-Glo luminescence; AID 485367; Potency, µM (titrated, usually from 57.5 µM), without a hit: at the top dose activity, negative = inhibition, most hits filed as inhibitors;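 further: potency means the concentration at half of the fitted maximal effect; 0% = uninhibited 1x PFK enzyme wells and -100% = no-enzyme wells; nearly all actives have a fitted effect of over 60% in size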
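Luminescent ADP detection (ADP-Glo, two-step: ATP depletion then ADP-to-ATP conversion for luciferase) reported PFK activity after 45 min room-temperature reaction of 1.25 nM enzyme with 0.5 mM F6P and 0.1 mM ATP at pH 8.0.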
GALK inh: galactokinase (human) inhibition; Purified GALK, Kinase-Glo residual ATP luminescence; AID 1868; 270,000 tested, 0.007% active; Potency, µM (series often up to 57.5 µM), inactives show at the top dose activity change, negative = inhibition, actives largely listed as inhibitors; further: potency means the concentration at half of the fitted maximal effect; on the % scale 0 is the no-effect control and ±100 the full control effect
Target sequence (P51570 whole entry, looked up): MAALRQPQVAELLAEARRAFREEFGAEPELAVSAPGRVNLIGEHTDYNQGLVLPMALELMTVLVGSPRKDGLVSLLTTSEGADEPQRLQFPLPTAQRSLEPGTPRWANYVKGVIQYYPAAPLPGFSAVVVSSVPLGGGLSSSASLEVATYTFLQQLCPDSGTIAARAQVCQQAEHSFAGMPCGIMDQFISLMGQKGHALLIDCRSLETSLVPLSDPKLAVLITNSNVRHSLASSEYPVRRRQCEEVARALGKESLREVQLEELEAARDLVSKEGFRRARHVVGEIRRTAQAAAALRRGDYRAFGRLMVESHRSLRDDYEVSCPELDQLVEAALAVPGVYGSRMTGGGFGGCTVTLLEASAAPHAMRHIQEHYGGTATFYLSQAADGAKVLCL
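Quantitative HTS: GALK 5 nM, ATP 35 uM, galactose 100 uM, 1 h room temperature, then luciferase-based ATP detection.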
PTAP TSG101 blk: blocks PTAP/TSG101 interaction to inhibit HIV-1 budding. 340,000 tested, under 10 active. AID 493005. Potency, µM (top dose mostly 115 µM), for inactives: top-dose activity change, negative = inhibition, most hits filed as inhibitors. Q99816. Fluorescence polarization, FITC-PTAP peptide / Tsg101 binding; active means well fitted inhibition curve with a large enough effect in the main read-out, with a control signal flat, not every such curve was filed as active; inconclusive means small, poorly fitted or top-dose-only effect, or effect the other way, or a change in a side signal; inactive means no such curve, though single readings can be large or run the other way; further: potency means the concentration at half of the fitted maximal effect; % of control where 0% means no effect
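Compounds were pin-transferred onto Tsg101 binding domain (10 uM final) in HEPES pH 7.5 buffer, then FITC-PTAP peptide was added at 50 nM final. After 20 min at RT, polarization reported peptide displacement across a qHTS concentration series.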
B2AR arrestin: agonists driving beta-arrestin recruitment to human beta2-adrenergic receptor; beta-arrestin recruitment to beta2AR, cell-based reporter; Potency, µM (highest dose often 46.1 µM), for inactives: at the top dose activation, hits mostly activators; 330,000 tested, 0.02% active;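 further: potency means the concentration at half of the fitted maximal effect; 0% = DMSO controls and full agonism = EC100 isoproterenol or metaproterenol; nearly all actives have a fitted effect of over 65% in size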
S-ASM inh: inhibitors of human secretory acid sphingomyelinase; 340,000 tested, 0.006% active; placental ASM, HMU-PC fluorogenic substrate, 60 min; Potency, µM (doses to about 57.5 µM), inactives show at the top dose activity change, negative = inhibition, hits mostly inhibitors; further: potency means the concentration at half of the fitted maximal effect
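Human placenta-derived ASM preincubated with compound 10 min at room temperature, then reacted with 9 uM (final) fluorogenic HMU-PC substrate for 60 min at 37 C. Stop solution raises pH to 10; fluorescence read at Ex 386/Em 447 nm.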
Menin-MLL TR inh: menin-MLL binding inhibition, Texas Red mutant peptide | Potency, µM (titrated, usually from 61.6 µM), for the others: at the top dose FP activity change, negative = inhibition, usual class: inhibitors | O00255 | Menin + Texas Red MLL mutant peptide, fluorescence polarization | AID 1768 | 270,000 tested, 0.23% active; active means well fitted inhibition curve with a large enough effect in the polarisation, with a control signal flat, not every such curve was filed as active; inconclusive means small, poorly fitted or top-dose-only effect, or effect the other way, or a change in a side signal; inactive means no such curve, though single readings can be large or run the other way; the % refers to the polarisation; further: potency means the concentration at half of the fitted maximal effect; % of control where 0% means no effect; many of its hits are not listed in these tables
Target sequence (O00255 whole entry, looked up): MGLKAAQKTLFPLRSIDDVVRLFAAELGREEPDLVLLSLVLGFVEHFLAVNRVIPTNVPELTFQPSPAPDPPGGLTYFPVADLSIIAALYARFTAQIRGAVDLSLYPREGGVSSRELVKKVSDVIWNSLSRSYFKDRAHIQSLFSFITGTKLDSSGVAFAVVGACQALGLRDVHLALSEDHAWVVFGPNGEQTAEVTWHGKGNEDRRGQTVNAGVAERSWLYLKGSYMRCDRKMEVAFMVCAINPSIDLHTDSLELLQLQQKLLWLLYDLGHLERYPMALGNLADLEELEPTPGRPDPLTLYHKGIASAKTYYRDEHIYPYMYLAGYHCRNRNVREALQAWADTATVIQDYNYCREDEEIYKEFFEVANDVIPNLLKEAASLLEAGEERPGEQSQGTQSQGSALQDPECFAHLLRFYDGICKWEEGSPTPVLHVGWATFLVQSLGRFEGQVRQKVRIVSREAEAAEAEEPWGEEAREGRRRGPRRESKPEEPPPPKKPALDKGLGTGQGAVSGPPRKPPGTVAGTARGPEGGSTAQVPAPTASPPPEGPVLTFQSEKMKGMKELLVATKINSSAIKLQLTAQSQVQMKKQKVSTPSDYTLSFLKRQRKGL
a7 integrin act: integrin-mediated muscular dystrophy alleviation activation; 350,000 tested, 0.064% active; AID 624291; alpha7betagal myoblasts, beta-gal FDG fluorescence, 48 h; Potency, µM (highest dose often 38.3 µM), for the others: at the top dose activation, hits mostly activators;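 further: potency means the concentration at half of the fitted maximal effect; 100% = response of the positive control SU9516; nearly all actives have a fitted effect of over 60% in size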
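Alpha7betagal+/- myoblasts (passage 13) were plated 16-24 hr, then exposed to compounds (1:260 dilution of DMSO stock) for 48 hours at 37C. After MPER lysis, β-galactosidase reporter activity was read as FDG fluorescence (ex 480/em 540) after 30 minutes.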
The depositor's hits bear a star; i = inactive; ? = inconclusive; · = not tested or not shown; [ ] = another dose, or the depositor's remark. Unless noted, the call rests on the fitted dose curve; in most records, active means well fitted curve in the direction sought with a large enough effect; inconclusive means small, poorly fitted or top-dose-only effect, or another doubt; inactive means no such curve, though single readings can be large; an effect the other way counts as inactive or inconclusive.

SMILES	FBPA coupling cs	BCR signal inh	Giardia kill	PKM2 activator	Tb PFK block	GALK inh	PTAP TSG101 blk	B2AR arrestin	S-ASM inh	Menin-MLL TR inh	a7 integrin act
CCOC(=O)c1[nH]c2ccc(OC)cc2c1NC(=O)c1ccccc1C(=O)O	0	-1%	-9	·	-1%	·	-5%	0.3%	162%[activator]	25%	-1%
CC(=O)NC1=NN(C(C)=O)C(C)(c2ccc(C)cc2)S1 (stereo not drawn)	1	-9%	12	3%	6%	0%	1%	-1.8%	1%	1%	-30%
Fc1cccc(Nc2cc(-n3cccn3)ncn2)c1	0	?	-10	0%	5%	1%	-4%	-0.1%	-3%	40%[activator]	8%[7.66 µM]
Cc1nn(C)c(C)c1/C=N/NC(=O)C(C)(C)Oc1ccc(Cl)cc1	-2	1%	0	-1%	1%	-4%	-9%	-0.2%	-1%	·	-15%
Clc1ccc(-c2nc(-c3ccccn3)no2)cc1Cl	0	2%	?	-25%	1%	0%	-1%	0.2%	-1%	-4%	-13%
Cc1cc(C)c(S(=O)(=O)NCC(=O)O)cc1C	8	0%	7	-4%	-2%	-3%	4%	-0.1%	0%	-4%	-12%[7.66 µM]
COCCOC(=O)c1c(NC(=O)CN2c3ccccc3CC2C)sc(C(N)=O)c1C (stereo not drawn)	0	0%	1	-4%	-3%	13%	-2%	0.5%	-8%	-2%	14%
CCCN(CCC)C(=O)c1cc2c(=O)n3cccc(C)c3nc2s1	2	-2%	-10	·	4%	4%	-2%	-0.9%	i	?	16%
COc1ccc(/C=C/c2ccc3ccccc3[n+]2C)cc1OC	1	8%	15	·	19%	-1%	6%	0.0%	-6%	-6%	2%
Cc1ccc(Oc2ccc(C(F)(F)F)cc2[N+](=O)[O-])c([N+](=O)[O-])n1	0	1%	-16	-2%	9%	-3%	0%	-1.1%	2%	·	-16%
CCNc1nc(NCC)nc(N(C)n2cnnc2)n1	0	0%	-1	0%	1%	-1%	-4%	-0.3%	2%	5%	-22%
COc1ccc(/C(C)=N/NC(=O)CNC(=O)c2ccco2)c(OC)c1	0	2%	9	0%[0.46 µM]	1%	-2%	-7%	0.1%	1%	-7%	5%
CCOC(=O)c1ccccc1NC(=O)Cc1sc(-c2cccnc2)nc1-c1ccc(C)cc1	0	-7%	·	-1%	0%	-1%	·	-0.3%	·	12%	·
COCCN(C(=O)Nc1ccc(OC)cc1)c1nc2ccccc2s1	-2	-2%	-4	2%	-2%	-2%	-3%	-0.3%	0%	41%[activator]	8%
O=C(Cn1cnc2cc([N+](=O)[O-])ccc2c1=O)N1CCN(S(=O)(=O)c2ccccc2)CC1	·	-5%	8	·	0%	·	-4%	0.1%	4%	·	-14%
CN1C(=O)C(C)(C)c2cc(S(=O)(=O)N3CCCCCC3)ccc21	4	15%	-11	3%	2%	·	-2%	-0.3%	10%	?	-7%
NNC(=O)C(Cc1ccccc1)NC(=O)OCc1ccccc1 (stereo not drawn)	4	-1%	9	3%	0%	5%	-3%	0.0%	1%	-8%	-5%
Cc1ccc2oc(=O)cc(/C=C/c3ccccc3)c2c1	-1	0%	-9	2%	0%	0%	-5%	-0.9%	-4%	-1%	-33%[inhibitor]
CCOC(=O)C1=C(COC(=O)/C=C/c2ccccc2)NC(=O)NC1C (stereo not drawn)	·	0%	4	·	-2%	·	-2%	-0.2%	-2%	·	16%
O=c1c(C=NCCCn2ccnc2)c(-c2ccccc2)[nH]n1-c1nc2ccccc2s1	2	?	-3	-1%	0%	-6%	-4%	0.2%	-1%	28%	5%
Cn1cccc1/C=N/NC(=O)c1ccc(OC(F)(F)C(F)F)cc1	-6	-3%	-5	17%	0%	0%	-4%	0.5%	-12%	0%	11%
C[C@H]1CN([C@@H](C)CO)C(=O)Cc2cc(NC(=O)CCC(F)(F)F)ccc2O[C@H]1CN(C)S(C)(=O)=O	·	-3%	-4	·	1%	·	-1%	-0.7%	5%	·	40%
COC(=O)c1cc(OC)c(OC)cc1NC(=O)c1ccc(OC)cc1	-1	?	15	-1%	-1%	-1%	-3%	-0.6%	18%	10%	7%
CN(C(=O)CSc1nnnn1-c1ccc(O)cc1)C1CCCCC1	·	2%	-2	·	3%	·	2%	0.0%	3%	·	-10%
CCc1cccc2c(C(=O)C(NCCOC)c3ccccc3)c[nH]c12 (stereo not drawn)	1	6%	-4	1%	0%	-1%	-3%	-0.4%	-5%	9%	-27%
CCOc1ccccc1OCC(=O)Nc1ccc(S(=O)(=O)N(C)C)cc1	1	?	9	?	1%	6%	-8%	0.2%	-1%	-2%	-9%
COc1ccc2oc(C(=O)c3ccccc3)c(NC(=O)CN3CCN(C)CC3)c2c1	-1	·	-9	-2%	2%	-5%	-1%	0.2%	-2%	?	-5%
CCOC(=O)Nc1ccc2c(c1)N(C(=O)N(CC)CC)c1ccccc1CC2	-2	-17%	33[activator]	1%	-2%	·	1%	?	0%	1%	1%
COc1ccc(Nc2nc3ccccc3n3cnnc23)cc1Cl	-1	?	-10	·	-2%	5%	0%	0.3%	-1%	-10%	2%
COC(=O)CSc1nc(N2CCOCC2)c2c(c1C#N)CCCC2	-4	4%	53[activator]	3%	0%	-2%	-6%	-0.3%	14%	·	5%
Cc1ccccc1Nc1nnc(SCC(=O)N(C)C2CCS(=O)(=O)C2)s1 (stereo not drawn)	3	-5%	5	6%	2%	0%	0%	0.0%	1%	-7%	-18%
O=C(CNC(=O)c1ccc(Br)o1)NCc1ccc(Cl)cc1	·	3%	-3	-6%	-2%	-11%	-8%	0.5%	-1%	·	3%
O=C(Nc1ccccc1)O/N=C/c1ccncc1	-1	-3%	7	-6%	-3%	4%	-10%	-0.5%	4%	0%	8%
CCOc1ccc(OCC)c(S(=O)(=O)N2CCC(C)CC2)c1	2	5%	-8	7%	2%	2%	5%	0.1%	1%	-10%	-11%
CCOc1cc(CN2CCN(c3ccc(C(C)=O)cc3)CC2)ccc1OC	1	7%	19	16%	-7%	-1%	·	-0.5%	-2%	·	5%
Cc1cccc(NC(=O)CCNS(=O)(=O)c2cccc3nsnc23)c1C	1	-5%	4	-10%	-3%	8%	-6%	-0.2%	33%[activator]	1%	-14%
C=CCn1c(SCC(=O)Nc2nnc(CC)s2)nnc1-c1ccco1	6	8%	6	-2%	11%	0%	-6%	-0.1%	4%	6%	-8%
Cc1ccc(NC(=O)c2cccc3c2C(=O)N(C2CCCCC2)C3)c(C)c1	·	1%	?	·	-3%	5%	-6%	-0.2%	-7%	·	-6%
COc1ccc(CN2CCN(Cc3ccon3)CC2CCO)c(C)c1C (stereo not drawn)	3	2%	17	2%	-4%	0%	-3%	-0.3%	0%	·	-24%
COc1ccc(Nc2cc(C)nc3ccccc23)cc1	2	·	18	-4%	·	1%	-3%	·	-1%	0%	-2%
COCCNC(=O)CCCN1C(=O)c2ccccc2Sc2ncccc21	-2	-2%	18	·	-20%	·	2%	-0.5%	4%	-1%	-22%
CCOc1cc(/C=N/O)cc(Cl)c1OC	-1	-5%	0	?	0%	0%	-4%	-0.8%	1%	7%	17%
CC1CCCC(C)N1/N=C/c1ccccc1OC(F)F (stereo not drawn)	-1	5%	11	-4%	-4%	10%	-1%	0.2%	0%	2%	23%
C=CCN1C(=O)/C(=C/c2ccc(OC(C)=O)c(OCC)c2[N+](=O)[O-])SC1=S	-18	?	0	7%	-1%	?	-1%	-0.2%	-8%	?	-64%[inhibitor]
CC1CCN(c2nc3ccc(C(=O)NCCCN4CCCCC4)cc3s2)CC1	-2	?	-22	0%	-7%	·	-5%	0.3%	-2%	-17%	0%
CCOc1ccc(N2C(=O)CC(Sc3nc(-c4cccs4)cc(C(F)(F)F)c3C#N)C2=O)cc1 (stereo not drawn)	1	7%	2	-3%	0%	4%	-1%	0.1%	37%[activator]	?	23%
O=C(c1ccc(Cl)cc1)N1CCc2c([nH]c3ccccc23)C1C(F)(F)F (stereo not drawn)	1	16%	-3	12%	2%	-1%	0%	-0.1%	-22%	·	7%
CCN1CCN(c2cc(C)c3cc(NC(=O)c4ccc(OC)c(OC)c4)ccc3n2)CC1	-6	9%	-5	1%	-7%	1%	-4%	0.2%	141%[activator]	6%	-7%
Cc1cc(=O)n2ccccc2c1C#N	2	-1%	5	-6%	-7%	0%	-5%	0.2%	i	-10%	-8%
CC(C(=O)Nc1ccccn1)N1C(=O)c2ccccc2S1(=O)=O (stereo not drawn)	·	-1%	-12	·	0%	·	-1%	-0.5%	3%	·	25%

A portion of the library. The share of hits here may be higher or lower than overall.
